# High-throughput results (PubChem)
# S2 tox: reduces viability in counter-screen for ATXN expression inhibitors; S2 cells (HEK-293 line with an ATXN2-luciferase reporter) viability, CellTiter-Fluor protease fluorescence, 24 h; Potency, µM (series often up to 56.7 µM), usual class: cytotoxic; 0.49% of 400,000 active; further: potency means the concentration at half of the fitted maximal effect; nearly all actives have a fitted effect of over 40% in size
# HepG2 viability: kills HepG2 cells in TGF-b inhibitor counter-screen. 0.76% of 410,000 active. HepG2 CAGA-GFP viability, ATP luminescence, 18 h. Potency, µM (series often up to 46.1 µM), for inactives: top-dose activity change, negative = cytotoxicity, most hits filed as cytotoxic. AID 588856; further: potency means the concentration at half of the fitted maximal effect; some results filed as inactive show a strong effect at the top dose
#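 CellTiter-Glo luminescence gave cytotoxicity after 18 hours at 37 degrees C. The cells were HepG2 CAGA-GFP in 1% FBS DMEM, stimulated with 500 pg/mL TGF-beta after compound addition. %Activity was normalised to no-cell wells (complete cell-killing) and DMSO (no toxicity), and curves were fitted and classified.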
# Nrf2 inh: Nrf2 pathway inhibition; 2.1% of 360,000 active; A549 ARE-Fluc reporter, luciferase luminescence, 18-24 h; Potency, µM (titrated, usually from 46 µM), without a hit: top-dose activity change, negative = inhibition, usual class: inhibitors; further: potency means the concentration at half of the fitted maximal effect; on the % scale 0 is the no-effect control and ±100 the full control effect; nearly all actives have a fitted effect of over 60% in size
#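 Nrf2 activity is the BugLite luminescence, read 15 min after reagent at room temperature, following CellTiter-Fluor cytotoxicity readout (30 min, 37C). Compound titrations were applied for 18-24 h to 5000 A549 ARE_Fluc cells/well in 5% FBS OPTI-MEM.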
# Nrf2 ARE act: activators of Nrf2 (ARE) signaling | AREc32 ARE-luciferase reporter (MCF7-derived line), luminescence, 24 h | 0.31% of 410,000 active | Potency, µM (series often up to 46.1 µM), inactives show at the top dose activation, most hits filed as activators | AID 624171; further: potency means the concentration at half of the fitted maximal effect; % of control where 0% means no effect; nearly all actives have a fitted effect of over 65% in size
#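 Nrf2 activation is followed as ARE-luciferase induction in the AREc32 line after one day of compound treatment; luminescence is read with Steady-Glo.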
# IL-2 act: activators of IL-2; AID 652025; 0.065% of 360,000 active; IL-2 activation reporter assay, cell-based qHTS; stimulated with anti-CD3/CD4/CD28 beads; in transgenic mouse T cells; activation, % (series mostly up to about 46 µM); in the data active means activation above about 50%; inconclusive means mostly about 30% to 49%; further: 0% is about no effect
#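 Unstimulated transgenic mouse T cells preincubated 60 min with compound, then stimulated with anti-CD3/anti-CD4-coated beads plus anti-CD28 for 18 h at 37 degrees C. IL-2 response read as EGFP and DsRed fluorescence by plate cytometry.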
# EPAC2 ag: agonists of human EPAC2 (RAPGEF4); EPAC2 activation, biochemical qHTS; response scale: 100% = 6.5 mM cAMP response; Potency, µM (highest dose often 154 µM), for inactives: top-dose activation, most hits filed as activators; 0.079% of 360,000 active; further: potency means the concentration at half of the fitted maximal effect; nearly all actives have a fitted effect of over 50% in size
# Target sequence (Q8WZA2 whole entry, looked up): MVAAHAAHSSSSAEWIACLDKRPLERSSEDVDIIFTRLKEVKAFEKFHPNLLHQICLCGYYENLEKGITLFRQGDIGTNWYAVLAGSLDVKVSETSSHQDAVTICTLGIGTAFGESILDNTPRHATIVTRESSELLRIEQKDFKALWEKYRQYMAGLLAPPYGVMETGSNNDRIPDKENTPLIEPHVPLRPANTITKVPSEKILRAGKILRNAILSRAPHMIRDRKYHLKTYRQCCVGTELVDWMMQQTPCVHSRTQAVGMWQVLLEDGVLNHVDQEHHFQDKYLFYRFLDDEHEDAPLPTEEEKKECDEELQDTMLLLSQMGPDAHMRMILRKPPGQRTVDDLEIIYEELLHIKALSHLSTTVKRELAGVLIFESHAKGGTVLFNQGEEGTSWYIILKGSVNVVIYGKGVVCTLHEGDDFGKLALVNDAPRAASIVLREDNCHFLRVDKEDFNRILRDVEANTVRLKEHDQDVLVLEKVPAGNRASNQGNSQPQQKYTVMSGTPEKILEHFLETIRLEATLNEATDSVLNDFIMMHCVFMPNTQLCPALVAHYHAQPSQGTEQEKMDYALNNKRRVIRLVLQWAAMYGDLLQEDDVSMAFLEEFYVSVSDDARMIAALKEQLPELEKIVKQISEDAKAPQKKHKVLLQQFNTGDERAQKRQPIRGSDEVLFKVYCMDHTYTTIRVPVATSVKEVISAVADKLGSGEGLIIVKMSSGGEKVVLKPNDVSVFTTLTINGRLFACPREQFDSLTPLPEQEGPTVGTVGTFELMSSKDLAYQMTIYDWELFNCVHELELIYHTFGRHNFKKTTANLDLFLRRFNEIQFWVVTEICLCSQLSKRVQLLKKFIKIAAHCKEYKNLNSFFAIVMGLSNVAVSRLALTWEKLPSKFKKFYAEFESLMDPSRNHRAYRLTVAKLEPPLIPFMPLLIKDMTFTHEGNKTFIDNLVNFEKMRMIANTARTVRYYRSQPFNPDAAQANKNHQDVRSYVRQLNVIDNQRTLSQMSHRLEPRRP
#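 qHTS, titration series. 100 nM EPAC2 / 250 nM Rap1B-BODIPY-GDP / 50 uM GDP; RT; ex 480/em 540 nm, 5-min reads to 30 min. Norm. to 6.5 mM cAMP = activation.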
# A549 tox: kills or reduces viability of A549 cells in Nrf2 counter-screen. A549 ARE-Fluc cells, CellTiter-Fluor viability, 18-24 h. Potency, µM (series often up to 46 µM), for the others: at the highest dose activity change, negative = cytotoxicity, actives largely listed as inhibitors. 0.16% of 390,000 active. AID 504648; further: potency means the concentration at half of the fitted maximal effect; on the % scale 0 is the no-effect control and ±100 the full control effect
#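 A549 ARE-Fluc cells in 5% FBS OPTI-MEM, 5000 cells/well, rested 2 h then exposed to compounds in concentration-response for 18-24 h at 37 °C. Viability by CellTiter-Fluor fluorescence (Ex 405/Em 525) after 30 min; luciferase luminescence (BugLite, 15 min, RT) read afterwards.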
# TGFb inhibitor: inhibitors of TGF-b signaling; HepG2 CAGA-GFP TGF-b/SMAD3 reporter, GFP fluorescence, 18 h; TGF-beta stimulated, 500 pg/mL final; Potency, µM (highest dose often 46.1 µM), for the others: top-dose activity, negative = inhibition, most hits filed as inhibitors; 1.2% of 410,000 active; AID 588855; further: potency means the concentration at half of the fitted maximal effect; on the % scale 0 is the no-effect control and ±100 the full control effect; nearly all actives have a fitted effect of over 65% in size
#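 Inhibition was scored as loss of TGF-beta-induced (500 pg/mL final, 18 hours, 37 degrees C) GFP in HEPG2 cells carrying a CAGA-GFP reporter, in DMEM with 1% FBS. Well GFP was summed per cell; Activity was normalised to unstimulated and stimulated DMSO wells, then concentration-response fitting.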
# ATXN2 expr inh: inhibitors of ATXN2 expression | HEK-293 ATXN2-luciferase reporter, luminescence, 24 h | Potency, µM (series often up to 57 µM), inactives show at the top dose activity change, negative = inhibition, most hits filed as inhibitors | 0.72% of 360,000 active | AID 1745845; further: potency means the concentration at half of the fitted maximal effect; on the % scale 0 is the no-effect control and ±100 the full control effect; nearly all actives have a fitted effect of over 55% in size
#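 ATXN2-luciferase reporter cells (luciferase flanked by upstream and downstream ATXN2 gene portions) were treated 24 h at 37 °C with compounds at up to 57 uM. SteadyGlo luminescence gave expression; GF-AFC fluorescence gave viability.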
# The depositor's hits bear a star; i = inactive; ? = inconclusive; nt = not tested or not shown; & = joins results of further samples; [ ] = another dose, or the depositor's remark. Unless noted, the call rests on the fitted dose curve; in most records, active means well fitted curve in the direction sought with a large enough effect; inconclusive means small, poorly fitted or top-dose-only effect, or another doubt; inactive means no such curve, though single readings can be large; an effect the other way counts as inactive or inconclusive.
SMILES,S2 tox,HepG2 viability,Nrf2 inh,Nrf2 ARE act,IL-2 act,EPAC2 ag,A549 tox,TGFb inhibitor,ATXN2 expr inh
CC(=O)NC(Cc1cccc(F)c1)C(=O)NC1CCN(C(=O)Nc2ccc(C)cc2)CC1 (stereo not drawn),i,-4%,-1%,0.0%,7.1,7%,2%,13%,-23%
CCCCCn1c(=O)[nH]c2cc(C(=O)NCc3ccccc3)ccc2c1=O,i,-21%,5%[9.27 µM],-0.7%,nt,nt,7%,-1%,3%
O=C1CNC(=S)N1C1CCCCCC1,i,5%,-11%,-0.2%,0.0,1%,3%,-1%,3%
O=S(=O)(NCc1ccccc1)c1ccc(S(=O)(=O)NCC2CCCO2)cc1 (stereo not drawn),i,-5%,2%,7.7%,-3.6,4%,9%,4%,-17%
O=C(O)CC1(CC(=O)Nc2ccc3c(c2)OCCCO3)CCCCC1,i,5%,2%,-0.1%,-0.2,12%,1%,1%,-4%
Cc1ccc2c(C)c(C(=O)N3CCC(N4CCC(C(=O)NC5CC5)CC4)CC3)oc2c1,i,-11%,-10%,0.0%,0.0,-3%,0%,-27%,-6%
CCOc1cc2nc(-c3ccc(OC)c(OC)c3)nc(N3CCOCC3)c2cc1OC,i,-44%,-21%,4.6%,-4.5,-2%,4%,3%,-14%
N#CC1(NC(=O)CSc2nc3ccccc3o2)CCCCC1,i,1%,-7%,-0.6%,-0.5,9%,-16%,2%,-14%
CCOC(=O)c1c(C)c(C(=O)N2CCN(c3ccccc3)CC2)c(C)n1C,i,-16%,-10%,-0.5%,-1.6,0%,0%,-20%,3%
Brc1ccc(-c2nnc(SCCC3OCCCO3)o2)cc1,i,-8%,?,0.5%,2.1,14%,-13%,-4%,43%[activator]
COc1ccc(/C=N/NC(=O)c2cccc(C(=O)N/N=C/c3ccc(OC)c(OC)c3)n2)cc1OC,i,1%,-6%,0.1%,-3.2,11%,1%,12%,-7%
c1ccc(-c2csc3nnc(SCc4ccc5c(c4)OCCO5)n23)cc1,i,-23%,?,0.3%,-0.8,-5%,-6%,8%,-14%
COc1ccc(OC)c2sc(N3CCc4ccccc4C3)nc12,i,-5%,2%,4.9%,-1.0,2%,0%,6%,6%
Cc1csc2nc(COC(=O)CNC(=O)c3ccc(F)cc3)cc(=O)n12,i,-3%,11%,7.9%,nt,nt,7%,-16%,4%
c1ccc(OCc2nn3c(-c4ccccn4)nnc3s2)cc1,i,-12%,8%,0.7%,0.2,5%,0%,-3%,52%[activator]
C=CS(=O)(=O)N(Cc1ccccc1Br)[C@H](CO)Cc1ccccc1,13µM*,-68%&-55%,11%,?,-0.5,9%,-15%,?,16µM*
COc1ccc(-c2cc(CCCC(=O)NCc3ccccn3)no2)cc1,i,4%,7%,-2.6%,-2.4,-1%,12%,2%,13%
CCc1ccc(CNc2ccc(N3CCN(C(C)=O)CC3)cc2)cc1,i,-17%,16µM*,5.8%,3.4,-2%,?,?,-12%
COc1ccc(-c2sc3ccccc3c2/C=C/c2ccncc2)cc1,i,-16%,8%,16%,0.9,7%,27%,?,-17%
COc1ccc(S(=O)(=O)N2CCCCC2)cc1NC(=O)CSc1nccn1C,i,-5%,2%,-0.1%,0.1,11%,3%,11%,-11%
COc1cccc(OCC(O)CNC(=O)c2oc3c(C)c(C)ccc3c2C)c1 (stereo not drawn),i,-14%,?,-0.9%,-1.4,18%,-3%,-25%,2%
COc1cc2c(cc1OC)CN(C(=O)C1CCCN(C(=O)c3ccc(Cl)cc3)C1)CC2 (stereo not drawn),i,-1%,?,2.1%,1.5,5%,-4%,3%,nt
CC1(C(=O)NS(=O)(=O)c2cccc(OC(F)F)c2)CCN1C(=O)C/C=C/c1ccccc1 (stereo not drawn),i,-25%,nt,-1.2%,0.0,10%,nt,16%,-12%
Cc1ccccc1Nc1ncnc(N)n1,i,-10%,15%,-0.8%,-0.7,-8%,-6%,?,-7%
COc1cc(NC(=O)N2CCC3(CC2)Nc2ccccc2-n2cccc23)cc(OC)c1OC,nt,-17%,nt,8.0%,nt,nt,0%,0%,nt

# Looked up one by one from the list above (three):
SMILES,S2 tox,HepG2 viability,Nrf2 inh,Nrf2 ARE act,IL-2 act,EPAC2 ag,A549 tox,TGFb inhibitor,ATXN2 expr inh
COc1ccc(-c2cc(CCCC(=O)NCc3ccccn3)no2)cc1,i,4%,7%,-2.6%,-2.4,-1%,12%,2%,13%
COc1ccc(OC)c2sc(N3CCc4ccccc4C3)nc12,i,-5%,2%,4.9%,-1.0,2%,0%,6%,6%
Cc1ccc2c(C)c(C(=O)N3CCC(N4CCC(C(=O)NC5CC5)CC4)CC3)oc2c1,i,-11%,-10%,0.0%,0.0,-3%,0%,-27%,-6%

# Next section.
SMILES,S2 tox,HepG2 viability,Nrf2 inh,Nrf2 ARE act,IL-2 act,EPAC2 ag,A549 tox,TGFb inhibitor,ATXN2 expr inh
COc1cc2cc(C(=O)N/N=C/c3cccc(OC)c3OC)[nH]c2cc1OC,i,-11%,-3%,0.6%,-0.6,14%,-3%,-6%,-11%
COc1ccc(S(=O)(=O)c2nnn(-c3ccc(C(C)C)cc3)c2C)cc1,i,-26%,9.2µM*,0.2%,nt,nt,-20%,-26%,7%
CC(=O)C1=C(C)OC(N)=C(C#N)C1c1cccc([N+](=O)[O-])c1 (stereo not drawn),i,-1%,-24%,3.6%,-0.6,8%,5%,4%,-16%
CCS(=O)(=O)N1CCCC(C(=O)NCc2ccc3c(c2)OCO3)C1 (stereo not drawn),i,-12%,11%,-0.3%,-0.4,3%,0%,-5%,4%
CSc1ncc(C(=O)Nc2ccccc2C(F)(F)F)c(-c2ccccc2)n1,i,-19%,?,-0.3%,nt,nt,5%,-3%,-3%
COc1cc(C(=O)O)nc2ccccc12,i,2%,13%,0.0%,-0.2,6%,1%,22%,6%
Cc1ccc(NC(=O)c2ccc(C#CC3(O)CCCCC3)cc2)cc1C,i,-30%,nt,-1.0%,0.0,-7%,-1%,-1%,-9%
CCC(=O)NC(c1ccccc1)c1nc2ccccc2[nH]1 (stereo not drawn),i,-10%,0%,2.3%,2.9,12%,-4%,-28%,33%[activator]
O=C(O)C1Cn2c(nc3c(c2=O)C2(CCCC2)Cc2ccccc2-3)S1 (stereo not drawn),i,-8%,-22%,-0.7%,0.2,-3%,3%,-9%,-12%
COc1ccc([C@H]2CC(=O)C=C(c3cc(F)ccc3F)C2)cc1OC,i,-18%,?,3.7%,-0.3,18%,-6%,-21%,?
COc1cc(NC(=O)c2ccc(-c3nc(CSc4ccccc4)c(C)o3)cc2)cc(OC)c1,nt,-20%,7.3µM*,0.1%,nt,nt,0%,?,nt
Cc1ccc(NC(=O)CSCC(=O)N(C)CC(=O)Nc2ccccc2C(F)(F)F)cc1,?,6%,11%,-0.2%,0.0,1%,2%,9%,3%
CN(C(=O)CN1C(=O)/C(=C/c2ccccc2F)SC1=S)C1CCS(=O)(=O)C1 (stereo not drawn),i,-19%,14%,3.6%,-2.7,-5%,0%,2%,30%[activator]
COc1cccc(NC(=O)c2ccc3c(c2)CCN3S(C)(=O)=O)c1,?,-22%&-20%,20%&16%,4.2%&0.8%,0.3,4%,3%&4%,5%&-2%,13%
CCCn1c(N)c(N(CCOC)C(=O)c2cccc(C(F)(F)F)c2)c(=O)[nH]c1=O,i,-11%,1%,0.2%,0.9,7%,6%,20%,5%
O=C(Nc1ccc(C(O)c2ccccc2)cc1)[C@@H]1O[C@H](CO)[C@H](O)[C@H](O)[C@H]1O (stereo partly drawn),i,-18%,nt,-0.4%,0.0,3%,nt,-5%,8%
Cn1c(=O)oc2cc(S(=O)(=O)NCCC(=O)N3CC=C(c4ccccc4)CC3)ccc21,i,-2%,nt,0.9%,-2.2,7%,-5%,-27%,0%
Cc1cccc(-n2ncc(C(=O)N3CCc4ccccc4C3)c2C2CCN(C(=O)OC(C)(C)C)CC2)c1,nt,6%,?,-1.2%,nt,nt,15%,2%,nt
Cc1oc(-c2ccc(Cl)cc2)nc1CSCC(=O)NCCCN1CCOCC1,i,-1%,?,2.2%,-1.7,-12%,-16%,-13%,-10%
Cc1ccc(CCc2nnc(SCC(=O)Nc3cc(Cl)ccc3Cl)n2-c2ccccc2)o1,?,0%,?,4.0%,0.4,-5%,?,?,?
Cc1ccc(OCC(=O)Nc2ccc(-c3nc4ncccc4o3)cc2)cc1,?,1%,5%,-0.6%,-2.9,2%,-3%,-3%,1%
COc1ccccc1CC(=O)N1CCCc2cc(C)ccc21,i,-21%,-6%,0.0%,-0.2,3%,8%,-10%,nt
N#Cc1cccc(NC(=O)c2cc(C3CCCCN3C(=O)CCc3ccccc3)on2)c1 (stereo not drawn),?,-9%,nt,3.2%,-0.4,2%,nt,-6%,-13%
COc1cc(NC(=O)CN(C)S(=O)(=O)c2ccc3nc(C)sc3c2)cc(OC)c1,i,-6%,-4%,-0.5%,5.4,4%,-2%,-14%,-4%
Cc1ccc2oc(C(=O)NCc3ccc(S(N)(=O)=O)cc3)cc(=O)c2c1,i,0%,-19%,0.1%,-0.5,3%,-2%,0%,0%
CCOC(=O)c1cnc(SCC(C)C)nc1N,i,0%,?,2.0%,-1.4,8%,3%,1%,51%[activator]
O=c1cc(CSc2ncn[nH]2)[nH]c2ccc(F)cc12,i,0%,nt,3.8%,nt,nt,-9%,0%,16%
CC(C)=CCN1CCN(Cc2c[nH]c3ccccc23)CC1CCO (stereo not drawn),i,5%,-5%,-0.2%,1.4,7%,0%,6%,0%

# An unsorted share of the library; any-hit rate near 4.3%.
